Screens deposited in PubChem BioAssay by several laboratories.
CSN deneddyl inh: inhibitors of human CSN-mediated cullin deneddylation; inhibition, % at 12.5 µM; AID 651999; 360,000 compounds, 0.38% hits; Purified CSN, SCF-Nedd8-OG deneddylation, fluorescence polarization; Q92905;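 active = pattern-corrected inhibition above about 35%, with an unprinted fluorescence ratio check between 0.5 and 1.5, limit read from the data, passing the limit was not always enough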;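 note: 0% = enzyme with substrate and 100% = substrate without enzyme; some results filed as inactive read as strong as hits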
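Test system: purified human Csn5 enzyme expressed in HEK293T cells. Amount: 0.24 nM enzyme. Reagent: SCFSkp2-Nedd8OG substrate at 10 nM final. Schedule: 90 min incubation of compound, enzyme and substrate at room temperature. Detection: fluorescence polarization. Read-out: % inhibition of substrate cleavage by Csn5.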
Neddyl block: blocks human cullin neddylation | P61081+Q13564 | TR-FRET cullin neddylation, biochemical | calls only at 25 µM | 360,000 compounds, 0.58% hits; in the data active = inhibition above about 36%
Target sequence (P61081 whole entry, looked up): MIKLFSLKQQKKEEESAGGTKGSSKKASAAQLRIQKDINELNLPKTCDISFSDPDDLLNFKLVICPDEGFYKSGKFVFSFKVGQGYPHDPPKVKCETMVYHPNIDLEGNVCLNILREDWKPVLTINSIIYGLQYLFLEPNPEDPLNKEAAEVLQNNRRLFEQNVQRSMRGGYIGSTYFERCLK
Target sequence (Q13564 whole entry, looked up): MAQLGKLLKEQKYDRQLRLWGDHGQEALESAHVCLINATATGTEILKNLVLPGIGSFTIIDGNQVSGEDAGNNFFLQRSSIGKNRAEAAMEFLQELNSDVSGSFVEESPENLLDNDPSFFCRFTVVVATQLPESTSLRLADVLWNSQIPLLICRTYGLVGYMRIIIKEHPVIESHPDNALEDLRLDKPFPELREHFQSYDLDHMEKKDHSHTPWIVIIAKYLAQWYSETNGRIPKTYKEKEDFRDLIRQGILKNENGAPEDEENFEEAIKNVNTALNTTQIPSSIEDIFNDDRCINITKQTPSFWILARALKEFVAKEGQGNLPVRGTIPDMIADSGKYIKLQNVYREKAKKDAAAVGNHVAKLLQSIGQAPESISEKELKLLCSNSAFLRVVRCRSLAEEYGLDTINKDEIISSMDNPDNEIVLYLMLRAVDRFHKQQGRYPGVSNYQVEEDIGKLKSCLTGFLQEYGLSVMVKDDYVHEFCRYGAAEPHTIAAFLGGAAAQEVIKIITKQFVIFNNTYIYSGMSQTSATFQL
DNMT1 block: inhibitors of human DNMT1; DNMT1 molecular beacon, Hinp1I cleavage, fluorescence; inhibition (reported as % activation of signal), % at 10 µM; 360,000 compounds, 0.83% hits; in the data active = inhibition above about 50%
LMPTP block: LMPTP (human) inhibition; P24666; recombinant LMPTP-A, OMFP fluorogenic substrate, fluorescence intensity; inhibition, % at 20 µM; 360,000 compounds, 0.22% hits;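 active = compounds that cut the enzyme signal by at least half of the control window in the single-dose screen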;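 note: plate controls were DMSO wells with enzyme plus substrate for no effect and substrate without enzyme for full effect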
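test system = LMPTP-A | amount = 0.625 nM LMPTP-A final | reagent = fluorogenic phosphatase substrate OMFP at 400 µM final | incubation = 50 min at room temperature | benchmarks = no-enzyme low control, uninhibited high control | medium = Bis-Tris pH 6.0, DTT, detergent | signal = fluorescence intensity of OMFP turnover product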
SUMO1 PPI mod: modulators of human SUMO1-mediated protein-protein interactions; P63165; SUMO1 binding to a labelled peptide, TR-FRET, 1 h; inhibition, % at 20 µM; 360,000 compounds, 0.33% hits; AID 602429; in the data active = inhibition above about 37%
NadD block: NadD (S. aureus) enzyme inhibition; 360,000 compounds, 0.78% hits; inhibition, % at 20 µM; purified NadD enzyme, colorimetric absorbance read-out; in the data active = inhibition above about 26%; note: some compounds past the cut are filed as inactive
Scp-1 inhibitor: inhibitors of human Scp-1 phosphatase. 340,000 compounds, 0.88% hits. Q9GZU7. Recombinant Scp1, phosphopeptide, malachite green phosphate absorbance. AID 493091. inhibition, % at 20 µM;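 active = inhibition above about 50% at 20 µM, limit read from the data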;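 note: plate controls were DMSO wells with enzyme for no effect and wells lacking enzyme for full effect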
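Assay system: SCP-1 catalytic fragment, aa 76-261 | Buffer or medium: Tris acetate buffer pH 5.5 with MgCl2 and Tween-20 | Compound: One concentration, 20 µM, with 1.0% DMSO | Also added: Phospho 17-mer peptide substrate | Signal: Absorbance at 630 nm | Incubation: 45 min enzyme reaction at room temperature | Measure: % inhibition of SCP-1 phosphate liberation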
Rpn11 inh: blocks the human proteasome subunit Rpn11. O00487. human 26S proteasome, Ub4-pepOG fluorescence polarization; 20S core pre-blocked with epoxomicin. calls only at 20 µM. 360,000 compounds, 0.59% hits;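 active = inhibition at 20 µM, scaled to each plate's controls, above about 33%, limit read from the data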
Target sequence (O00487 whole entry, looked up): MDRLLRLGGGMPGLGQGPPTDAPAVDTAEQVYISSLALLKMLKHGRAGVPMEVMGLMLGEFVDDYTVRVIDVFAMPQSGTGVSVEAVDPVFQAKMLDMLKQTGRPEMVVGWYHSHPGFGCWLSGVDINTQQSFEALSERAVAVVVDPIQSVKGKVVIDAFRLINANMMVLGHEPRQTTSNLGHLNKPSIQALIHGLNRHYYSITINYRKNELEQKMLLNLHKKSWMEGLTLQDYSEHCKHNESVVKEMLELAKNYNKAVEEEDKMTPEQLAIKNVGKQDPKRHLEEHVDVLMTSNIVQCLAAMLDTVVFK
STEP inh: blocks human striatal-enriched tyrosine phosphatase | P54829 | recombinant STEP, OMFP fluorogenic substrate, fluorescence | inhibition, % at 20 µM | 360,000 compounds, 0.25% hits | AID 588621;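 active = inhibition at 20 µM, scaled per plate between control wells, above about 37%, limit read from the data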;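 note: 0% = DMSO with enzyme and substrate and 100% = substrate only without enzyme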
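System: isolated STEP enzyme; schedule: 20 min enzyme reaction at room temperature, protected from light; medium: Bis-Tris buffer pH 6.0, 2.5 mM DTT, 0.005% Tween 20; signal: fluorescence, 480/540 nm; dosing: single compound dose of 20 µM, 1% DMSO final; also added: OMFP substrate, 25 µM final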
Rin1 Abl inh: human Rin1-Abl interaction inhibition; 360,000 compounds, 0.4% hits; inhibition, % at 7.35 µM; P00519+Q13671; TR-FRET Rin1/Abl binding, biochemical; in the data active = inhibition above about 5%, passing the limit was not always enough
Active calls of the source: *; i = inactive; / = not tested or not shown; & = joins results of further samples.

structure	DNMT1 block	LMPTP block	Rin1 Abl inh	NadD block	CSN deneddyl inh	Rpn11 inh	Scp-1 inhibitor	Neddyl block	STEP inh	SUMO1 PPI mod
COc1cc2c(cc1OC)C1(CCCCC1)CN(C)C2	0	-3.0	-1	-2	-1	i	1	i	-1	1
CC(C(=O)N1CCCC1)N(c1ccc(Cl)cc1)S(C)(=O)=O (centres undefined)	5	-2.3	-4	-5	-4	i	/	i	-1	1
COc1ccc(/C=C(\NC(=O)c2ccccc2)C(=O)NCCN2CCOCC2)cc1	0	-0.7	5	3	4	i	3	i	-3	1
CC(=O)Nc1cccc(OCc2ccc([N+](=O)[O-])cc2)c1	-1	-0.7	-2	-4	-1	i	/	i	-3	-28
CC(C)N(C(=O)CO/N=C/c1cccc([N+](=O)[O-])c1)C(C)C	15	1.7	-2	0	-3	i	0	i	-1	-14
COc1ccc(/C=C(/NC(=O)c2ccco2)C(=O)Nc2ccc(C(=O)O)cc2)cc1	-3	-0.3	3	-1	3	i	-8	i	2	-4
O=C(Nc1nccs1)C1CCN(S(=O)(=O)c2cnc[nH]2)CC1	1	-1.9	-1	0	-2	i	-10	i	-3	0
Cc1c(S(=O)(=O)NC2CCCCCC2)c(=O)n(C)c(=O)n1C	1	-1.8	3	1	-2	i	-2	i	-2	6
Nn1c(SCc2ccccc2F)nnc1-c1ccncc1	-2	-0.3	-1	-5	2	i	0	i	-2	3
O=C(NCCc1cccnc1)c1cc(COc2ccc(F)cc2Cl)on1	-2	2.0	0	-3	-6	i	-4	i	0	0
NS(=O)(=O)c1ccc(CCNC(=O)[C@@H]2CCCN2S(=O)(=O)c2ccccc2F)cc1	-3	-0.1	-4	-2	-1	i	-6	i	0	0
O=c1ccn([C@@H]2O[C@H](CNS(=O)(=O)c3csc(-c4ccno4)c3)[C@@H](O)[C@H]2O)c(=O)[nH]1	3	-2.8	-3	-2	-2	i	-11	i	10	-12
O=C(Nc1c2c(nn1-c1ccc([N+](=O)[O-])cc1)CS(=O)(=O)C2)c1cccs1	-3	-0.8	-1	-1	0	i	-3	i	1	-29
CC1CC2=C(C(=O)O1)C(C)Nc1ccccc1N2 (centres undefined)	-1	-0.5	2	0	-4	i	-6	i	-1	0
NS(=O)(=O)c1ccc(CNC(=O)CCSCCC(=O)NCc2ccc(S(N)(=O)=O)cc2)cc1	1	0.0	-3	4	-9	i	-3	i	4	2
CCN(CC)c1ccc(NC(=O)c2cccc(F)c2)c(C)c1	7	-0.6	-2	-1	4	i	-4	i	2	-3
CC(C)N(C(=O)C[n+]1ccsc1N)c1ccccc1	-1	-0.1	1	-1	3	i	-2	i	-1	2
Cc1csc(=O)n1CCC(=O)OCC(=O)NCc1ccc(F)cc1	1	-0.3	2	-5	4	i	2	i	-3	3
CN(CC(=O)Nc1ccccc1Cl)CC(=O)Nc1ccccc1[N+](=O)[O-]	-1	-0.8	0	-8	-4	i	-5	i	7	-7
O=C(O)CCC(=O)Nc1cccc(C(=O)Nc2cccc(Cl)c2)c1	3	0.3	2	5	-4	i	-10	i	-1	-3
O=C(c1ccc2c(c1)OCO2)N1CCN(CCN2C(=O)c3cccc4cccc(c34)C2=O)CC1	0	0.8	-1	-1	-1	i	-12	i	-3	-22
O=C(/C=C/[C@H]1O[C@@H](n2ccc(=O)[nH]c2=O)[C@H](O)[C@@H]1O)N[C@@H](Cc1ccccc1)C(=O)O	7	-0.7	5	2	-3	i	/	i	1	1
COc1cccc(C2NC(=O)NC(C)=C2C(=O)OCC2CCCCC2)c1 (centres undefined)	39	0.7	1	0	3	i	-11	i	-2	3
Cc1cccc(COCC(Cc2ccccc2)N2CCN(C(=O)c3cccc(C)c3)CCC2=O)c1 (centres undefined)	-2	1.2	0	-4	97	i	1	i	0	2
Cc1ccc(Cn2nnnc2CN2CCC(c3nc4ccc(Cl)cc4[nH]3)CC2)cc1	-4	0.0	-4	-5	5	i	-5	i	0	2
CCN(C(=O)COc1ccccc1)C1CCCCC1	6	2.1	7	-2	0	i	6	i	2	5
Cc1cccc(S(=O)(=O)NC(=O)C2(C)CCN2C(=O)c2c(C)noc2C)c1 (centres undefined)	5	-3.7	2	-3	2	i	/	i	-2	2
O=C1CCC(C(=O)N2CCC(CO)CC2)CN1Cc1ccc(Cl)cc1 (centres undefined)	-1	0.0	0	0	-2	i	-9	i	-3	5
O=S(=O)(NC1CCCCCC1)c1cccc(Cl)c1	-1	0.2	5	-4	-3	i	-15	i	-2	-1
O=S(=O)(NCCC1=CCCCC1)c1ccc(F)cc1	0	0.9	2	-2	2	i	-10	i	0	4
Cc1cc(NC(=O)CCC(=O)N(CC(=O)NCC2CCCO2)c2ccccc2C)no1 (centres undefined)	4	-0.4	3	11	7	i	0	i	-1	0
COc1ccc(C2=NOC(C(=O)N3CCN(C(=O)c4ccco4)CC3)C2)cc1OC (centres undefined)	0	-0.3	4	0	0	i	0	i	0	-2
O=c1cc(NS(=O)(=O)c2ccccc2)nc(SCc2ccc(Cl)cc2)[nH]1	4	-1.6	-2	-6	0	i	-13	i	1	1
CCOC(=O)[C@@H]1[C@H]2COc3ccccc3[C@@H]2N2C(=O)N(c3cccc(C)c3)C(=O)[C@]12C	2	-0.2	2	-5	-5	i	-10	i	-2	2
CCOC(=O)c1[nH]c(C)c(CCC(=O)O)c1C	-3&2	-2.1&-1.4	0&-2	-4&-4	3&0	i	0&-5	i	-6&-2	4&1
CCN(CC)S(=O)(=O)c1ccc(C)c(NC(=O)COc2ccc(Br)cc2Cl)c1	2	-2.4	-2	-3	-1	i	-11	i	4	5

Next section, starting with the last four of the part before.
structure	DNMT1 block	LMPTP block	Rin1 Abl inh	NadD block	CSN deneddyl inh	Rpn11 inh	Scp-1 inhibitor	Neddyl block	STEP inh	SUMO1 PPI mod
O=c1cc(NS(=O)(=O)c2ccccc2)nc(SCc2ccc(Cl)cc2)[nH]1	4	-1.6	-2	-6	0	i	-13	i	1	1
CCOC(=O)[C@@H]1[C@H]2COc3ccccc3[C@@H]2N2C(=O)N(c3cccc(C)c3)C(=O)[C@]12C	2	-0.2	2	-5	-5	i	-10	i	-2	2
CCOC(=O)c1[nH]c(C)c(CCC(=O)O)c1C	-3&2	-2.1&-1.4	0&-2	-4&-4	3&0	i	0&-5	i	-6&-2	4&1
CCN(CC)S(=O)(=O)c1ccc(C)c(NC(=O)COc2ccc(Br)cc2Cl)c1	2	-2.4	-2	-3	-1	i	-11	i	4	5
CC1C2C(c3ccccc3)N(C)C(=O)N(C)C2N(C)C(=O)N1C (centres undefined)	4	-0.2	-2	-8	-13	i	0	i	-1	2
COc1ccc(C(=O)NNC(=O)c2ccncc2)cc1	4	0.6	2	5	5	i	1	i	-2	-1
NC1=NC[C@H](CC2CCCCC2)N1CCc1cc(C(F)(F)F)cc(C(F)(F)F)c1	-2	0.0	5	7	2	i	12	i	-2	-85
CCN(CC)S(=O)(=O)c1ccc(N2CCCC2)c(NC(=O)C2=NN(c3ccccc3)C(=O)CC2)c1	-15	1.8	3	2	5	i	-8	i	3	13
COc1cccc(C(CNC(=O)c2ccc(Cl)c(S(=O)(=O)N3CCCC3)c2)N(C)C)c1 (centres undefined)	-6	-3.5	-3	1	-2	i	-5	i	-3	-3
CCn1nc(C)cc1C(=O)N1CCCC(N2CCN(c3ccccc3OC)CC2)C1 (centres undefined)	3	-0.9	2	-6	1	i	0	i	0	-1
CC(=O)Nc1ccc(S(=O)(=O)NNC(=O)CCC(=O)NCc2ccccc2)cc1	-77	-0.6	-1	7	1	i	6	i	-1	3
Cc1cc(C(=O)CN2C(=O)NC3(CCCCC3)C2=O)c(C)n1C	-18	2.0	3	1	6	i	-3	i	5	1
O=C(NC1CCCCC1)C(c1ccc(F)cc1)N(C(=O)c1csnn1)C1CC1 (centres undefined)	0	-0.7	3	-1	2	i	4	i	0	1
Cc1ccc(/C=N/NC(=O)CNC(=O)COc2ccc(Cl)cc2)o1	-4	0.0	0	-6	2	i	1	i	0	-4
Cc1c(Cl)c([N+](=O)[O-])nn1CC(=O)NC1CCCCC1	2	-2.2	0	1	-5	i	1	i	-3	-11
COc1cc(/C=N/c2oc(C)c(C)c2C#N)cc(Br)c1O	-2	-0.7	2	3	16	/	-8	i	1	-25
COc1ccc(-c2ccc(C(=O)NCC(C)C)c3occc23)c(C)c1	1	3.5	-1	-3	-2	i	/	/	4	1
Cc1nnc(SCc2ccc(C(=O)O)cc2)s1	6	1.7	2	0	0	i	3	i	-7	0
O=C(CCN1C(=O)c2ccccc2C1=O)Nc1nc2ccccc2s1	-3	0.5	4	-6	4	i	-5	i	0	-10
Cc1ccc(-n2nnnc2SCc2nnc(-c3ccccc3Br)o2)cc1	-9	0.0	3	-2	1	i	3	i	4	8
O=C(Cc1csc(-c2ccccc2)n1)NCc1ccc(F)cc1	-3	-0.7	-4	-5	5	i	-10	i	-4	-3
CCC(=O)N1CCc2cc(S(=O)(=O)NC(C(=O)NC(C)c3ccccc3)C(C)C)ccc21 (centres undefined)	3	-1.3	-1	4	-1	i	-2	i	0	-2
Cn1ccnc1Sc1nc2c(c(=O)n(C)c(=O)n2C)n1C	1	-0.6	4	-3	5	i	-4	i	4	4
CCCSc1ccc([C@H]2N[C@@](Cc3ccccc3)(C(=O)OC)[C@H]3C(=O)N(C)C(=O)[C@@H]23)cc1	-7	1.9	1	-6	4	i	4	i	0	3
Cc1ccc(O)c(NC(=O)C2CCCN2C(=O)OCc2ccccc2)c1 (centres undefined)	0	-0.5	1	-8	-3	i	-6	i	-3	1
O=C(CSc1nc2ccccc2n1S(=O)(=O)c1ccccc1)N1CCCC1	3	-1.1	-1	1	6	i	-9	i	2	-1
COc1cc2nc(CN3CCOCC3)n(CC(=O)N3CCCCCC3)c(=O)c2cc1OC	4	-0.5	-3	1	2	i	-2	i	-1	-3
COc1cc(C(c2sc3nc(C)nn3c2O)N2CC(C)CC(C)C2)cc(OC)c1OC (centres undefined)	3	-0.5	-1	3	-3	i	-5	i	-1	4
Fc1ccccc1CNCc1ccc2c(c1)OCO2	-2	-0.4	0	-4	-1	i	-6	i	-3	7
Cc1ccnc(NS(=O)(=O)c2cc(-c3cc(C)no3)ccc2C(C)C)c1	3	1.3	0	-2	4	i	4	i	0	-2
